Bioassay records deposited in PubChem by Fisher Drug Discovery Resource Center.
hcGAS inh: Primary biochemical luminescence assay for human cyclic GMP-AMP synthase inhibitors. Q8N884. recombinant h-cGAS, ATP depletion, Kinase-Glo luminescence. inhibition, % at 12.5 µM. actives 0.081% (n = 290,000). AID 1259398, 2018;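 also: 0% = vehicle reaction and 100% = reaction without DNA for no activity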
Target sequence (Q8N884 whole entry, looked up): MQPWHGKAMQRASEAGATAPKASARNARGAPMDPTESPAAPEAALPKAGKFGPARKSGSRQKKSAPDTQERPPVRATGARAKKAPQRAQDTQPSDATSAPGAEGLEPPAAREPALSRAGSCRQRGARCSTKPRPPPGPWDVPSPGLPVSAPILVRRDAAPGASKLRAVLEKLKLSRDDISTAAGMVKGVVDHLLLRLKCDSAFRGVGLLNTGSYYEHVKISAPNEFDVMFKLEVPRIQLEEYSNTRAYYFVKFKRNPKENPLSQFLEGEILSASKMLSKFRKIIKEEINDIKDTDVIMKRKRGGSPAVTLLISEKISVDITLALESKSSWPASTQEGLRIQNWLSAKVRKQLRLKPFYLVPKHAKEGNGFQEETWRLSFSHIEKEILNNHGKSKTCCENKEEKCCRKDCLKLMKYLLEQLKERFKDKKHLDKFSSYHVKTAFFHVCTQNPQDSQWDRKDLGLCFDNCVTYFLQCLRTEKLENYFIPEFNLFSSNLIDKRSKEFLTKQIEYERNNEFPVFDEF
mcGAS lum: cyclic GMP-AMP synthase inhibitors, mouse, primary biochemical chemiluminescence; recombinant cGAS, Kinase-Glo ATP depletion luminescence; Q8C6L5; actives 0.15% (n = 160,000); AID 1259399, 2018; inhibition, % at 12.5 µM;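 also: 0% = negative control wells and 100% = reference inhibitor with no enzyme activity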
NPYLR7 ag: agonists of mosquito NPYLR7 receptor, primary screen, cell-based, Aedes aegypti, calcium fluorescence, mosquito biting behavior; Aedes aegypti neuropeptide Y-like receptor 7 (NPYLR7); HEK293T NPYLR7/Galpha15, GCaMP6s calcium fluorescence; activation, % at 10 µM; actives 0.15% (n = 270,000); AID 1259423, 2018; in the data active = activation above about 40%;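 also: 0% = vehicle and 100% = reference agonist at the receptor; some compounds past the cut are filed as inactive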
Numbers without * were called inactive. Rule as the data show it, unless noted: active = inhibition above about 40%; inactive = the rest. This is a random part of the collection; about 0.27% have a hit in one of these screens.

How did COc1cccc(-c2nnc3ccc(OCCNC(=O)Nc4cccs4)nn23)c1 do in these assays?
hcGAS inh: -3; mcGAS lum: -6; NPYLR7 ag: -5

What do the screens show for `CCCc1nc(C(=O)N2[C@@H]3CC[C@H]2CN(C)C(=O)C3)cs1`?
hcGAS inh: -6; mcGAS lum: -15; NPYLR7 ag: 5

What do the screens show for `CC1(Cc2ccc(S(C)(=O)=O)cc2)C(=O)Nc2ccc(-c3cccnc3)cc21` (centres undefined)?
hcGAS inh: -3; mcGAS lum: -2; NPYLR7 ag: 1

How did Cc1cc(CNC(=O)Nc2nc(C)n(C)n2)no1 do in these assays?
hcGAS inh: -7; mcGAS lum: -12; NPYLR7 ag: -2

How did CCc1nn(-c2ccccc2)c(NC(=O)c2cccnc2OC)c1C do in these assays?
hcGAS inh: -4; NPYLR7 ag: 10

How did CCN(CC)CCNC(=O)C1=C(C)C(=O)OC12CCCCCC2 do in these assays?
hcGAS inh: -8; NPYLR7 ag: 3

What do the screens show for `CNS(=O)(=O)c1ccc(S(=O)(=O)NC(C)C(=O)N2CCCCC2)cc1` (centres undefined)?
hcGAS inh: -1; NPYLR7 ag: -1

What do the screens show for `CCOC(=O)CNC(=O)N(Cc1ccc(OC)c(OS(=O)(=O)c2cccc(C(F)(F)F)c2)c1)Cc1ccco1`?
hcGAS inh: -11; mcGAS lum: -6; NPYLR7 ag: -7

What do the screens show for `COC(=O)c1ccc(-c2noc(CS(=O)(=O)CC(C)C)n2)cc1`?
hcGAS inh: -4; NPYLR7 ag: -1

How did CC(C)CC(=O)N(CCN(C)C)Cc1nccn1Cc1ccccc1C(F)(F)F do in these assays?
hcGAS inh: -10; mcGAS lum: -7; NPYLR7 ag: 8

What do the screens show for `CCOC(=O)c1c(NC(=O)c2cccc(OC)c2)sc(C(=O)Nc2cccc(OC)c2)c1C`?
hcGAS inh: -5; NPYLR7 ag: -7

What do the screens show for `OC1(C2(O)CC(c3ccccc3)NO2)CCCCC1` (centres undefined)?
hcGAS inh: -12; NPYLR7 ag: 0

What do the screens show for `COCCCN(Cc1cccn1Cc1ccccc1F)CC(O)COCc1ccccc1` (centres undefined)?
hcGAS inh: 4; mcGAS lum: 4

Results for CCN(CC)c1nc(-c2nn[nH]n2)nc(N(CC)CC)n1 ?
hcGAS inh: 1; NPYLR7 ag: 4

Results for C=CCN(CC(=O)Nc1ccon1)C(=O)/C=C/c1ccccc1 ?
hcGAS inh: -3; mcGAS lum: -2

What do the screens show for `O=c1c(C=NNC2CCS(=O)(=O)C2)c(N2CCCCC2)nc2ccccn12` (centres undefined)?
hcGAS inh: -4; NPYLR7 ag: -1

What do the screens show for `CCOc1ccc(-n2nnnc2CNC(=O)NCc2cccc3ccccc23)cc1`?
hcGAS inh: -3; mcGAS lum: -7; NPYLR7 ag: 20

Results for O=C(NC(c1ccccc1)c1ccccn1)C1CCN(CCOc2ccc3ccccc3c2)CC1 (centres undefined) ?
hcGAS inh: -2; mcGAS lum: -2; NPYLR7 ag: 13

Results for O=[N+]([O-])c1ccc(N=P(c2ccc3c(c2)OCCO3)(N2CCOCC2)N2CCOCC2)cc1 ?
hcGAS inh: 2; NPYLR7 ag: -9

How did COc1nc(C)cc(C)c1CNC(=O)CN1CCCN(C)CC1 do in these assays?
hcGAS inh: -6; NPYLR7 ag: -1

How did COC(=O)c1c(NC(=O)CSc2nc(C)nc3sc4c(c23)CCCC4)sc2c1CCC2 do in these assays?
hcGAS inh: 0; mcGAS lum: -2; NPYLR7 ag: -5

Results for CCC(=O)N1CCN(c2cc(Oc3ccc(OC)cc3)ncn2)CC1C (centres undefined) ?
hcGAS inh: -8; mcGAS lum: -7; NPYLR7 ag: -9

What do the screens show for `CC(=O)Nc1ccc(SCc2cccc(Cl)c2)nn1`?
hcGAS inh: 3; NPYLR7 ag: -1

How did CCCCOCCOCC(=O)N1CCN(Cc2cccc(-c3noc(COC)n3)c2)CC1 do in these assays?
hcGAS inh: -6; mcGAS lum: -7; NPYLR7 ag: 1

How did CN(C)C=Nc1sc2c(c1C#N)CCCC2 do in these assays?
hcGAS inh: -3; NPYLR7 ag: -1

What do the screens show for `COc1ccc(-c2csc(NC(=O)c3cccc4ccccc34)n2)cc1`?
hcGAS inh: 0; mcGAS lum: -1; NPYLR7 ag: -9

What do the screens show for `Cc1cc2nc(Sc3ccccc3)c3ccccc3n2n1`?
hcGAS inh: 4; NPYLR7 ag: 2

How did Cc1ccc2nc(SCC(=O)NCCc3ccccc3)nc(=O)n2c1 do in these assays?
hcGAS inh: -10; mcGAS lum: -9; NPYLR7 ag: 4

How did O=C(OCc1cc(=O)n2cc(Br)ccc2n1)c1cc2ccccc2oc1=O do in these assays?
hcGAS inh: -3; mcGAS lum: -3; NPYLR7 ag: 0

How did CC(=O)N(C)Cc1ccccc1NC(=O)c1ccccc1C do in these assays?
hcGAS inh: -18; NPYLR7 ag: 2

How did Cc1ccc(NC(=O)C2(C)CCN2C(=O)c2cccc(F)c2)cc1 (centres undefined) do in these assays?
hcGAS inh: -10; NPYLR7 ag: -1

What do the screens show for `CCc1nc(CN2CCC(CNC(=O)C3CCCCC3)C2)c(C)[nH]1` (centres undefined)?
hcGAS inh: 0; NPYLR7 ag: 20

How did CN(Cc1cccc(C(=O)Nc2c(F)cccc2F)c1)Cc1cnn(C)c1 do in these assays?
hcGAS inh: -5; mcGAS lum: -10; NPYLR7 ag: 20

How did Cc1ccc(S(=O)(=O)c2nc(S(C)(=O)=O)sc2NC2CCS(=O)(=O)C2)cc1 (centres undefined) do in these assays?
hcGAS inh: -6; NPYLR7 ag: 3

How did COc1c(Br)cc(Cl)cc1NCc1c(C)noc1C do in these assays?
hcGAS inh: -5; mcGAS lum: -5; NPYLR7 ag: -4

How did COCCNC(=O)[C@@H](C)N1Cc2ccc(-c3ccc(C#N)cc3)nc2C1=O do in these assays?
hcGAS inh: -10; mcGAS lum: -7; NPYLR7 ag: 3

Results for Cc1ccc(-c2cc(C(=O)N3C[C@@H]4[C@H](C3)[C@H]3CC[C@@H]4O3)n[nH]2)o1 ?
hcGAS inh: -1; NPYLR7 ag: 4

How did COCCCN(Cc1ccc(C(O)(CC2CCC2)CC2CCC2)o1)Cc1cccs1 do in these assays?
hcGAS inh: -2; mcGAS lum: 0; NPYLR7 ag: -4

How did O=C(c1ccc(Cl)s1)N(Cc1cccnc1)c1nc2cc3c(cc2s1)OCO3 do in these assays?
hcGAS inh: -4; mcGAS lum: -6; NPYLR7 ag: -19

What do the screens show for `COCCN(CC(=O)N(CCc1c[nH]c2ccccc12)Cc1ccc(N(C)C)cc1)C(=O)c1cccc(OC)c1`?
hcGAS inh: -10; mcGAS lum: -7; NPYLR7 ag: 20

What do the screens show for `CC(=O)NC1CCCN(c2cc(C#N)c3ccccc3n2)C1` (centres undefined)?
hcGAS inh: -7; NPYLR7 ag: 8

What do the screens show for `Cc1ccc(C(=O)NCC2CCCCC2)c(C2CCN(CC(C)C)CC2)n1`?
hcGAS inh: 3; mcGAS lum: 0

Results for CC1ON=C(c2cccc(C(F)(F)F)c2)NC1=O (centres undefined) ?
hcGAS inh: 6; NPYLR7 ag: -2

What do the screens show for `Cc1c(S(=O)(=O)N2CCCC2)cc(C(=O)NC2CCCCCCC2)n1C`?
hcGAS inh: -5; mcGAS lum: -4

What do the screens show for `CC(c1ccccc1)N1C(=O)NC(NC(=O)c2ccc(F)cc2)(C(F)(F)F)C1=O` (centres undefined)?
hcGAS inh: -5; NPYLR7 ag: -18

How did Cc1ccc(NC(=O)CN(C)C(=O)CCc2nc3ccccc3[nH]2)cc1 do in these assays?
hcGAS inh: -6; NPYLR7 ag: 4

Results for COc1ccc2c(=O)cc[nH]c2c1 ?
hcGAS inh: -13; NPYLR7 ag: -1

Results for CCOC(=O)[C@@H]1C[C@@H]2O[C@H]1[C@H]1CN(C(=O)c3cc(C)oc3C)C[C@H]1[C@@H]2O ?
hcGAS inh: -9; mcGAS lum: -2; NPYLR7 ag: 8

What do the screens show for `CC(NC(=O)C(C)(C)c1ccc(Cl)cc1)c1ncn[nH]1` (centres undefined)?
hcGAS inh: 1; NPYLR7 ag: 2

How did C=CCn1c(=NC(=O)CN2C(=O)c3ccccc3C2=O)sc2ccccc21 do in these assays?
hcGAS inh: -7; NPYLR7 ag: 5

How did Nc1cc(C(F)(F)F)ccc1S(=O)(=O)O do in these assays?
hcGAS inh: -2; NPYLR7 ag: 1

Results for O=C(C1CCN(c2ncc(C(F)(F)F)cc2Cl)CC1)N1CCC2(CC1)OCCO2 ?
hcGAS inh: -1; NPYLR7 ag: -6

What do the screens show for `COc1cccc(C(=O)Nc2nn(C)c3c2C(c2ccccc2)CC(=O)N3)c1` (centres undefined)?
hcGAS inh: -2; mcGAS lum: -6; NPYLR7 ag: -13

Results for CC(C)(C)C(NC(=O)Nc1cccnc1)c1cccs1 (centres undefined) ?
hcGAS inh: 0; mcGAS lum: -1; NPYLR7 ag: -3

Results for CC(=O)CC1(O)C(=O)N(CCOc2ccccc2C)c2c(C)cc(C)cc21 (centres undefined) ?
hcGAS inh: -4; NPYLR7 ag: 6

What do the screens show for `O=C(NCC1CCCO1)c1cccnc1N1CCN(C(=O)c2ccco2)CC1` (centres undefined)?
hcGAS inh: 1; mcGAS lum: -2; NPYLR7 ag: -3

Results for Cc1n[nH]c(C)c1C(C)N(C)C(=O)c1cn(Cc2ccccc2F)nn1 (centres undefined) ?
hcGAS inh: 7; NPYLR7 ag: -9

What do the screens show for `C=CCn1c(NCC)nc2c1c(=O)[nH]c(=O)n2C`?
hcGAS inh: -3; mcGAS lum: -4; NPYLR7 ag: 2

What do the screens show for `CC(=O)N1c2ccccc2-[n+]2ccsc2CC1C` (centres undefined)?
hcGAS inh: -2; NPYLR7 ag: 1

How did CC(C)(C)n1nc2c(c1NC(=O)CSCc1ccccc1)CSC2 do in these assays?
hcGAS inh: -5; mcGAS lum: -7; NPYLR7 ag: -4

A draw from above in order of length of the SMILES, lowest first.
How did Nc1cc(C(F)(F)F)ccc1S(=O)(=O)O do in these assays?
hcGAS inh: -2; NPYLR7 ag: 1

What do the screens show for `CC(=O)N1c2ccccc2-[n+]2ccsc2CC1C` (centres undefined)?
hcGAS inh: -2; NPYLR7 ag: 1

Results for CC(C)(C)C(NC(=O)Nc1cccnc1)c1cccs1 (centres undefined) ?
hcGAS inh: 0; mcGAS lum: -1; NPYLR7 ag: -3

What do the screens show for `C=CCn1c(NCC)nc2c1c(=O)[nH]c(=O)n2C`?
hcGAS inh: -3; mcGAS lum: -4; NPYLR7 ag: 2

How did CC(C)(C)n1nc2c(c1NC(=O)CSCc1ccccc1)CSC2 do in these assays?
hcGAS inh: -5; mcGAS lum: -7; NPYLR7 ag: -4

How did C=CCn1c(=NC(=O)CN2C(=O)c3ccccc3C2=O)sc2ccccc21 do in these assays?
hcGAS inh: -7; NPYLR7 ag: 5

Results for CC(=O)CC1(O)C(=O)N(CCOc2ccccc2C)c2c(C)cc(C)cc21 (centres undefined) ?
hcGAS inh: -4; NPYLR7 ag: 6

What do the screens show for `COc1cccc(C(=O)Nc2nn(C)c3c2C(c2ccccc2)CC(=O)N3)c1` (centres undefined)?
hcGAS inh: -2; mcGAS lum: -6; NPYLR7 ag: -13

Results for O=C(C1CCN(c2ncc(C(F)(F)F)cc2Cl)CC1)N1CCC2(CC1)OCCO2 ?
hcGAS inh: -1; NPYLR7 ag: -6

Next part
Results for CCC(C)C(=O)N1CCN(CC(OCc2ccc(C(F)(F)F)cc2)c2ccc(Cl)cc2)CC1 (centres undefined) ?
hcGAS inh: -5; mcGAS lum: -6

What do the screens show for `C#C[C@]1(O)CCC2C3CCC4=Cc5oncc5C[C@]4(C)C3CC[C@@]21C` (some centres undefined)?
hcGAS inh: -4; NPYLR7 ag: -5

How did N#CC(C(=O)OC1CCCCC1)c1nc2ccccc2nc1N1CCCCC1 (centres undefined) do in these assays?
hcGAS inh: -4; mcGAS lum: -7; NPYLR7 ag: 2

Results for COCc1noc(-c2ccc(-c3cc(C)cc(C)c3)nc2)n1 ?
hcGAS inh: -10; mcGAS lum: -14; NPYLR7 ag: -1

How did Cc1cc(S(=O)(=O)N2CCOC23CCNCC3)ccc1F do in these assays?
hcGAS inh: -7; NPYLR7 ag: -3

Results for O=C(CSc1ncnc2c1oc1ccccc12)Nc1cccc(F)c1 ?
hcGAS inh: -2; mcGAS lum: -9; NPYLR7 ag: 5

What do the screens show for `OC(c1ccccc1)C1CCN(c2nc(CN3CCOCC3)nc3sc4c(c23)CCCC4)CC1` (centres undefined)?
hcGAS inh: -1; mcGAS lum: -5; NPYLR7 ag: 2

Results for O=C1NNN(c2ccccc2)C1=CN1CCN(c2ccccc2O)CC1 ?
hcGAS inh: -5; NPYLR7 ag: 7

How did CC(C)CNc1cc(C(C)C)c(C#N)c2nc3ccccc3n12 do in these assays?
hcGAS inh: -9; mcGAS lum: -2; NPYLR7 ag: -1

How did CC(C)C(C(=O)O)N1C(=O)/C(=C/c2ccc(Cl)cc2Cl)SC1=S (centres undefined) do in these assays?
hcGAS inh: -5; mcGAS lum: -3; NPYLR7 ag: 5

What do the screens show for `CC(=O)NCCn1c(C)csc1=Nc1ccc2c(c1)CCC2`?
hcGAS inh: -2; NPYLR7 ag: 8

Results for CCC(C(=O)N1CCN(c2nc(C(C)C)nc3sc4c(c23)CCCCC4)CC1)c1ccccc1 (centres undefined) ?
hcGAS inh: 6; mcGAS lum: 1; NPYLR7 ag: -2

Results for COc1cccc(CN2CCCC(CNC(=O)c3ccc(F)cc3)C2)c1OC (centres undefined) ?
hcGAS inh: -6; NPYLR7 ag: -4
